Bioassay records: PubChem, several laboratories
Salmonella PhoP GFP: inhibitors of PhoP regulon expression, primary screen, Salmonella Typhimurium, GFP reporter (AID 1863); S. Typhimurium PhoP-regulated promoter GFP reporter, 4 h; higher % means a stronger effect; inhibition, % at 50 µM, or IC50 in µM where a hit was titrated; hit rate 0.16% among 300,000;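 active = inhibition over 29.93%, a cutoff 3 SD above the screen mean, later confirmed by dose response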;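 note: 0% = low Mg2+ inducing control and 100% = high Mg2+ repressing control; strong numbers were not always called active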
Rac1 GTP hydrolysis: MgcRacGAP GTPase-activating activity inhibitors, confirmation, biochemical, ADP Hunter fluorescence. AID 624330, 2012. hit rate 0.6% among 340,000. Rac GTPase-activating protein 1 (Homo sapiens). inhibition, % at 30 µM, or IC50 in µM where a hit was titrated. MgcRacGAP-stimulated Rac1 GTP hydrolysis, ADP Hunter fluorescence; higher % means a stronger effect; GST-tagged Rac1 F28L mutant substrate;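 active = first-screen hits whose inhibition reached a set limit at any dose in the follow-up dose series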;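 note: fluorescence reports GDP produced by GAP-driven GTP hydrolysis; strong numbers were not always called active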
Myeloid diff MLP: induction of myeloid progenitor differentiation, primary screen, cell-based, flow cytometry, MLPCN library; ER-HoxA9 myeloid progenitors, lysozyme-GFP differentiation; calls only at 10 µM; hit rate 1% among 360,000; AID 624256, 2012;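 active = normalized GFP-positive differentiation at or above the plate's own cutoff, the solvent-only control mean plus 3 SD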;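 note: cells exposed to compound for four days before flow analysis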
RSV antiviral HEp-2: RSV antiviral activity via CPE protection, HEp-2 cells, primary 10 µM value included (AID 2391); HEp-2 cells, RSV-induced CPE inhibition; higher % means a stronger effect; CPE inhibition, % at 10 µM; hits with a dose series show IC50 in µM; hit rate 0.13% among 310,000; in the data active = a potency from the dose series; note: strong numbers were not always called active
WT yeast gro inh: growth inhibition of WT strain, primary screen, mitochondrial fusion inhibitor project, WT and mutant strains, chemical genetic; mitochondrial fusion phenotypic screen; inhibition, % at 10 µM; hit rate 2.1% among 190,000; AID 1362, 2008; in the data active = inhibition above about 58%; tested in S. cerevisiae
T cell HTS: modulators of CD8 T cell-vesicle binding, primary screen, mouse 2C CD8+ T cells, flow cytometry; 2C CD8+ T cell-vesicle binding; hits give low values; calls only at 7 µM; hit rate 0.068% among 330,000; AID 2052, 2009;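 active = response, share of CD8 T cells binding vesicles, and their 90th percentile fluorescence all below set limits, cut at about 80% in these data, passing the limit was not always enough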
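Test system: purified 2C TCR transgenic mouse naive CD8+ T cells. Probe or stimulus: QL9-peptide-loaded Drosophila micro-vesicles bearing Ld, ICAM-1 and B7-1. Incubation: binding step 1.5 h, 37 °C, antibody labelling 20 min, ice. Measured by: flow cytometry of vesicle-bound cells.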
West Nile virus CPE: West Nile virus antiviral activity, cell-based, CPE readout (AID 1621); West Nile virus-infected cells, CPE inhibition; higher % means a stronger effect; CPE inhibition, % at 10 µM, or IC50 in µM where a hit was titrated; hit rate 0.02% among 290,000; in the data active = a potency from the dose series; note: strong numbers were not always called active
Large T inhibition: SV40 large T antigen inhibitors, biochemical (AID 1903) | hit rate 0.39% among 310,000 | inhibition, % at 20 µM, or IC50 in µM where a hit was titrated | SV40 large T antigen ATPase/helicase inhibition assay; higher % means a stronger effect; in the data active = a potency from the dose series; note: strong numbers were not always called active
b-catenin transl: modulators of beta-catenin nuclear translocation, primary screen, imaging, HeLa cells, immunofluorescence, high-content; nuclear translocation activity, % at 5 µM; hit rate 0.3% among 190,000;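 active = nuclear translocation activity above 50% at 5 µM, with a well cell count of 50 or more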;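 note: per-cell ratio of nuclear to cytoplasmic median beta-catenin stain intensity; plate controls were DMSO negative control for no effect and GSK-3 inhibitor IX positive control for full effect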
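Technique: fluorescence imaging of beta-catenin antibody stain plus DAPI / Material: human HeLa cell line / Incubation: compound treatment 24 h, 37°C, 5% CO2 / Read-out basis: % activation of per-cell nuclear versus cytoplasmic median beta-catenin signal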
WT yeast gro inh mutant strain: recorded beside WT yeast gro inh, whose call it bears; inhibition, %; mitochondrial fusion phenotypic screen, mutant strain inhibition
b-catenin transl cell count 5 µM: further read-out of b-catenin transl, marked with its call; cell count; measured here: cell count, cytotoxicity flag
T cell HTS vesicle-bound %: second read-out of T cell HTS, no call of its own (marks repeat the call); double positive events, %; measured here: CD8+ vesicle-bound cell fraction;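 binding gate set so that unloaded-vesicle control wells show 10% double positive cells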
Myeloid diff MLP GFP+ MAC1+ %: recorded beside Myeloid diff MLP, whose call it bears; GFP+ MAC1+ double positive, %; measured here: differentiation confirmed by MAC1 staining
Numbers without * were called inactive; i = inactive; . = no result given; + = active, no number.

item	Compound	Myeloid diff MLP GFP+ MAC1+ %	Myeloid diff MLP	Salmonella PhoP GFP	T cell HTS vesicle-bound %	Rac1 GTP hydrolysis	WT yeast gro inh mutant strain	Large T inhibition	RSV antiviral HEp-2	b-catenin transl	West Nile virus CPE	T cell HTS	WT yeast gro inh	b-catenin transl cell count 5 µM
1	COc1ccc(NC(=O)C2CCCN(S(=O)(=O)c3c(C)[nH]c(=O)[nH]c3=O)C2)cc1OC (stereo unspecified)	0.2	i	-2%	40	4%	-7	3%	-0.2%	-1.7	0.0%	i	-12	1148
2	O=C(COC(=O)CNC(=O)c1cccc([N+](=O)[O-])c1)Nc1cccc(S(=O)(=O)N2CCCCC2)c1	0.5	i	0%	45	9%	-2	2%	1.3%	1.3	0.0%	i	8	1034
3	CCOC(=O)c1c(NC(=O)C2COc3ccccc3O2)sc2c1CCN(Cc1ccccc1)C2 (stereo unspecified)	0.8	i	-4%	45	4%	26	3%	4.1%	-0.1	-0.6%	i	21	1124
4	Cc1nc(-c2nc(-c3c(C(=O)NN)noc3C)cs2)cs1	0.1	i	5%	58	1%	-4	-2%	2.3%	1.1	0.2%	i	8	1125
5	Cc1nc2ccccc2n1CCc1nc2c3ccccc3nc(=S)n2[nH]1	1.1	i	-2%	37	2%	21	17%	-1.9%	.	0.3%	i	14	.
6	COc1cccc(CNS(=O)(=O)c2cc3c4c(c2)CCC(=O)N4CCC3)c1	0.9	i	10%	34	8%	.	5%	1.4%	.	.	i	.	.
7	O=C(CSc1nnc(NC(=O)c2ccccc2[N+](=O)[O-])s1)NC1CCCC1	1.3	i	1%	39	6%	.	10%	1.3%	.	-0.2%	i	.	.
8	CCC(C)C1C(C#N)=C(N)OC2=C1C(=O)CC(C)(C)C2 (stereo unspecified)	4.1	i	14%	28	5%	4	-5%	0.6%	-0.6	-0.1%	i	10	974
9	CCN1/C(=N\N)c2cccc3cccc1c23	1.3*	+	10%	1	13%	14	6%	3.8%	-0.1	-0.2%	i	9	975
10	CN(C)c1cccc(C(=O)OCC(=O)NCc2ccco2)c1	0.8	i	-5%	45	2%	-6	0%	1.2%	-3.2	0.1%	i	-10	518
11	COc1cccc(C(=O)N2CCn3c2nc2ccccc23)c1	0.0	i	-5%	52	9%	-6	6%	2.1%	0.6	-0.2%	i	-14	1571
12	CSCCNC(C)=O	.	.	-4%	22	.	-3	2%	-0.4%	.	-0.4%	i	5	.
13	CNCCCOc1ccc2c(c1)CCC2	0.0	i	1%	40	27%	9	18%	-1.4%	0.2	0.6%	i	0	1553
14	CCOC(=O)C1CCCN(C(=O)Cn2nc(Cc3cccnc3)c3ccccc3c2=O)C1 (stereo unspecified)	1.8	i	0%	20	7%	-5	0%	1.1%	-6.5	-0.4%	i	-5	1178
15	CSCCC(NC(=O)c1ccc(Cl)cc1)C(=O)OCC(=O)Nc1cc(Cl)ccc1C (stereo unspecified)	0.6	i	-2%	32	5%	6	13%	2.8%	-1.3	1.1%	i	23	1124
16	COc1cccc(CC(=O)Nc2ncc(C)s2)c1	1.6	i	3%	27	4%	.	4%	-0.7%	.	-0.5%	i	.	.
17	CCC(Cc1ccccc1)NC(=O)C1=C(C)C(=O)OC12CCC(C)CC2 (stereo unspecified)	0.3	i	1%	60	13%	8	10%	-0.7%	-3.0	-0.2%	i	3	1106
18	O=C(CN1C(=O)C2C3CCC(C3)C2C1=O)N1CCN(Cc2ccccc2)CC1 (stereo unspecified)	0.2	i	4%	47	4%	-5	13%	-1.1%	0.9	0.3%	i	0	1545
19	CCn1c(C)nnc1SCC(=O)Nc1ccc(C(C)=O)cc1	0.2	i	0%	66	7%	.	7%	0.4%	.	-0.4%	i	.	.
20	O=C(Nc1ccc(Cl)cc1)C1=Cc2cc(Cl)ccc2OC1	0.5	i	3%	30	14%	-13	9%	.	-1.7	0.1%	i	-5	1197
21	CCCCC(=O)Nc1ccc(N2CCN(S(C)(=O)=O)CC2)cc1	0.6	i	-10%	58	1%	-8	-4%	1.4%	0.3	0.4%	i	-5	1077
22	COc1ccc(C(=O)N/C(=C/c2cccnc2)C(=O)NCc2ccco2)cc1OC	1.0	i	-5%	29	4%	.	11%	2.9%	-1.3	0.0%	i	.	1252
23	O=c1cc(-c2ccccc2)[nH]n1-c1nc2ccccc2s1	0.3	i	6%	26	3%	-10	7%	6.2%	-4.4	-0.1%	i	-14	972
24	COc1ccc(C(=O)Nc2cccc(-c3ccc4nncn4n3)c2)cc1OC	0.2	i	5%	34	4%	11	14%	0.9%	.	-0.8%	i	-6	.
25	CC(C)CC(N=C1NC(C)(C)Cc2ccccc21)C(=O)O (stereo unspecified)	4.8	i	-1%	27	10%	25	26%	0.2%	5.8	0.2%	i	-22	488
26	O=C(CS(=O)(=O)c1cn(CC(=O)N2CCOCC2)c2ccccc12)Nc1ccccc1	0.6	i	-8%	47	2%	8	8%	-0.7%	-1.9	0.0%	i	-5	1052
27	O=C1NC[C@@H](Cc2ccc(O)cc2)N(CCc2cccc3ccccc23)C1=O	1.2	i	-10%	20	6%	.	24%	3.3%	0.1	0.5%	i	.	1366
28	N#Cc1ccc(Oc2cnccn2)cc1	1.0	i	20%	39	1%	.	-3%	0.8%	.	-0.3%	i	.	.
29	COc1ccc(CN(C)Cc2c(O)ccc3ccccc23)cc1	1.3	i	7%	24	10%	.	6%	1.4%	.	-0.5%	i	.	.
30	Nc1nc(N)nc(-c2cc(C(F)(F)F)ccc2Cl)n1	0.6	i	.	32	7%	.	8%	0.9%	.	.	i	.	.

Individual results from the list.
West Nile virus CPE result of entry 13 reads 0.6%
RSV antiviral HEp-2 result of entry 30 reads 0.9%
RSV antiviral HEp-2 result of entry 22 reads 2.9%
Large T inhibition result of entry 1 reads 3%
Salmonella PhoP GFP result of entry 24 reads 5%
Large T inhibition result of entry 20 reads 9%

Other results follow:
item	Compound	Myeloid diff MLP GFP+ MAC1+ %	Myeloid diff MLP	Salmonella PhoP GFP	T cell HTS vesicle-bound %	Rac1 GTP hydrolysis	WT yeast gro inh mutant strain	Large T inhibition	RSV antiviral HEp-2	b-catenin transl	West Nile virus CPE	T cell HTS	WT yeast gro inh	b-catenin transl cell count 5 µM
31	CN(C)c1ccc(C(=O)c2ccccc2C(=O)O)cc1[N+](=O)[O-]	0.5	i	-6%	55	5%	9	4%	1.7%	-1.1	0.0%	i	-8	961
32	Cc1ccccc1NC(=O)CSc1nnc2ccc(-c3ccccn3)nn12	1.2	i	2%	40	3%	.	12%	-1.9%	.	.	i	.	.
33	CC(C)(C)c1ccc(C(=O)O)c(C(=O)c2ccc(C(=O)O)cc2)c1	0.3	i	1%	22	-10%	.	8%	1.0%	-1.9	0.3%	i	.	1314
34	COCCNC(=S)N1CCN(Cc2ccc3c(c2)OCO3)CC1	0.8	i	3%	33	10%	.	10%	0.6%	.	-1.0%	i	.	.
35	O=c1cc(N2CCN(c3ccccc3)CC2)[nH]c(=O)n1Cc1ccc(F)cc1	2.3*	+	-4%	30	7%	-5	10%	1.6%	0.3	-0.2%	i	-5	1160
36	COc1ccc(NC(=O)C2CCN(S(=O)(=O)c3ccc(N4CCCC4=O)cc3)CC2)cc1OC	3.2	i	13%	22	9%	.	9%	1.1%	.	0.0%	i	.	.
37	CC1Cc2cc(S(=O)(=O)N3CCN(c4ccccc4F)CC3)ccc2N1C(=O)C1CC1 (stereo unspecified)	0.0	i	-3%	12	-3%	.	3%	2.0%	.	1.6%	i	.	.
38	CCC12CN3CCN(CC(C3)/C1=N\NC(=O)c1ccc(F)cc1)C2	0.1	i	-6%	4	4%	8	4%	-1.2%	3.0	0.1%	i	-3	549
39	CCc1ccc(-c2nc(CN3CCC(C(=O)N4CCN(c5ccccn5)CC4)CC3)c(C)o2)cc1	0.3	i	4%	57	12%	7	7%	21%	1.8	.	i	3	1410
40	CC(C)c1ccc(CNc2nnnn2C)cc1	0.5	i	1%	15	-2%	.	49%	2.6%	.	-0.6%	i	.	.
41	O=C(c1ccccc1CCc1ccccc1)N1CCCC1	0.4	i	2%	55	9%	.	10%	2.1%	.	-1.3%	i	.	.
42	Cc1ccc(NC(=O)CN(C)C(=O)c2ccc(Cl)nc2)cc1	1.0	i	-2%	30	3%	.	27%	2.1%	.	-0.1%	i	.	.

Molecules shown so far with a cyano group (two):
item	Compound	Myeloid diff MLP GFP+ MAC1+ %	Myeloid diff MLP	Salmonella PhoP GFP	T cell HTS vesicle-bound %	Rac1 GTP hydrolysis	WT yeast gro inh mutant strain	Large T inhibition	RSV antiviral HEp-2	b-catenin transl	West Nile virus CPE	T cell HTS	WT yeast gro inh	b-catenin transl cell count 5 µM
8	CCC(C)C1C(C#N)=C(N)OC2=C1C(=O)CC(C)(C)C2 (stereo unspecified)	4.1	i	14%	28	5%	4	-5%	0.6%	-0.6	-0.1%	i	10	974
28	N#Cc1ccc(Oc2cnccn2)cc1	1.0	i	20%	39	1%	.	-3%	0.8%	.	-0.3%	i	.	.

Some of these compounds in order of length of the SMILES, ascending.
item	Compound	Myeloid diff MLP GFP+ MAC1+ %	Myeloid diff MLP	Salmonella PhoP GFP	T cell HTS vesicle-bound %	Rac1 GTP hydrolysis	WT yeast gro inh mutant strain	Large T inhibition	RSV antiviral HEp-2	b-catenin transl	West Nile virus CPE	T cell HTS	WT yeast gro inh	b-catenin transl cell count 5 µM
41	O=C(c1ccccc1CCc1ccccc1)N1CCCC1	0.4	i	2%	55	9%	.	10%	2.1%	.	-1.3%	i	.	.
42	Cc1ccc(NC(=O)CN(C)C(=O)c2ccc(Cl)nc2)cc1	1.0	i	-2%	30	3%	.	27%	2.1%	.	-0.1%	i	.	.
32	Cc1ccccc1NC(=O)CSc1nnc2ccc(-c3ccccn3)nn12	1.2	i	2%	40	3%	.	12%	-1.9%	.	.	i	.	.
33	CC(C)(C)c1ccc(C(=O)O)c(C(=O)c2ccc(C(=O)O)cc2)c1	0.3	i	1%	22	-10%	.	8%	1.0%	-1.9	0.3%	i	.	1314
37	CC1Cc2cc(S(=O)(=O)N3CCN(c4ccccc4F)CC3)ccc2N1C(=O)C1CC1 (stereo unspecified)	0.0	i	-3%	12	-3%	.	3%	2.0%	.	1.6%	i	.	.
39	CCc1ccc(-c2nc(CN3CCC(C(=O)N4CCN(c5ccccn5)CC4)CC3)c(C)o2)cc1	0.3	i	4%	57	12%	7	7%	21%	1.8	.	i	3	1410

An unsorted share of the library. About 3.6% of those tested had a hit in this group.
